Screening data from PubChem BioAssay.
NR5A2 inv ag: suppresses constitutive activity of human LRH-1; HEK293T StAR-luciferase reporter, LRH-1 transfected, 24 h; inhibition, % at 3.6 µM; 360,000 compounds, 0.13% hits; AID 602396;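 active = inhibition above the mean inhibition of all tested compounds plus 3 SD, cut at about 73% in these data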;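 also: 0% = DMSO wells and 100% = reporter-only cells lacking LRH-1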
MC4R ag barr: activates human MC4R beta-arrestin recruitment. P32245. U2OS MC4R beta-arrestin complementation, luminescence; percent of melanotan II response, DMSO zero. activation, % at 8.9 µM. 360,000 compounds, 0.98% hits;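 active = activation above a per-plate cutoff, the mean activation of sample wells on that plate plus 3 SD, cut at about 8% in these data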
SRC2 inh: human SRC2 (NCOA2) inhibition; Q15596; inhibition, % at 9 µM; 370,000 compounds, 0.17% hits; HEK293 GAL4-SRC2 luciferase reporter, luminescence;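 active = inhibition above the mean inhibition of all tested compounds plus 3 SD, set per campaign, cut at about 52% in these data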;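 also: 0% = DMSO treated cells and 100% = cells given Gossypol at 36 µM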
SRC3 inh: human NCOA3 inhibition. Q9Y6Q9. AID 588352. HEK293 GAL4-SRC3 luciferase reporter, luminescence. 360,000 compounds, 0.17% hits. inhibition, % at 3.6 µM;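 active = inhibition above a per-campaign cutoff, the mean of all compounds plus 3 SD, cut at about 60% in these data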;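 also: 0% = DMSO-treated cells and 100% = gossypol-treated cells at 36 µM; higher means less SRC3-driven luciferase light from the GAL4 reporter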
Target sequence (Q9Y6Q9 whole entry, looked up, the tested form may be a part): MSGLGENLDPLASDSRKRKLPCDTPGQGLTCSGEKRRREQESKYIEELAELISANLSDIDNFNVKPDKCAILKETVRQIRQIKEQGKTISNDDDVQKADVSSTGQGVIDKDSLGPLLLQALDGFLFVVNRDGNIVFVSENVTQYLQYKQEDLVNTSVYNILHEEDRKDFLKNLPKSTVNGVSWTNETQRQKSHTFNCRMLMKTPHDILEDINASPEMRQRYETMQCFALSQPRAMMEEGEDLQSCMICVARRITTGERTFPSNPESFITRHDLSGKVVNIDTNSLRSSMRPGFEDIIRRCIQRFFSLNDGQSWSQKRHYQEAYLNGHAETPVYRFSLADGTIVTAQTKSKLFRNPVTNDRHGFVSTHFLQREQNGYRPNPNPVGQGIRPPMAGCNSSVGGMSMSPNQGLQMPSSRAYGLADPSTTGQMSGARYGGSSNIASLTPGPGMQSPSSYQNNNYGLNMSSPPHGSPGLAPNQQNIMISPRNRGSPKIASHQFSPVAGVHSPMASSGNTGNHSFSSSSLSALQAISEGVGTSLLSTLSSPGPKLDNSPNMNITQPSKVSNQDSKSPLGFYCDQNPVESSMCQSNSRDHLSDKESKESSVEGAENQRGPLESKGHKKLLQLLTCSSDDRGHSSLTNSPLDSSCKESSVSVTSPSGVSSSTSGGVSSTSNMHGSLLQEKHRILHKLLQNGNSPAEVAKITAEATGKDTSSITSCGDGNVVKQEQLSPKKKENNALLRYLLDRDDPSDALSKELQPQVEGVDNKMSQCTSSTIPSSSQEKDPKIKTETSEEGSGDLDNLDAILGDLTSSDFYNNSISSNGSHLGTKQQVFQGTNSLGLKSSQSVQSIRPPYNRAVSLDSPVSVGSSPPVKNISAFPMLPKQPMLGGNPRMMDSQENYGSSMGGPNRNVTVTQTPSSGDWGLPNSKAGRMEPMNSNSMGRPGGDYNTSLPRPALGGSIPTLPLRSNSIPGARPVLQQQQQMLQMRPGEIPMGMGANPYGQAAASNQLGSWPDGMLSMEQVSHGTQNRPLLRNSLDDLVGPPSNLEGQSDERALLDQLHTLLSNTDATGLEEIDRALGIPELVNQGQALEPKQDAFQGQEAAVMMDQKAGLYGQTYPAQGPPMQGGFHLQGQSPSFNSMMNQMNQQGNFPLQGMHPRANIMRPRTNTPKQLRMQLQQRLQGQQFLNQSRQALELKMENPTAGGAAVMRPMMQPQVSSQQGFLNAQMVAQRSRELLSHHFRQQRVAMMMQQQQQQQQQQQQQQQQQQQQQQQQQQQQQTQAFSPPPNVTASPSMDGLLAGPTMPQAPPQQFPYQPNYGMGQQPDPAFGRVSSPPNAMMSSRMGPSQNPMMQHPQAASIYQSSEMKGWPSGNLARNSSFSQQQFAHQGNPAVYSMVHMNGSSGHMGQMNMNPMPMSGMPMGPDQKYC
LMP1 NFkB inh: inhibitors of Epstein-Barr LMP1-induced NF-kappaB reporter. LMP1-induced NF-kappaB luciferase reporter cells, luminescence. inhibition, % at 12.5 µM. 350,000 compounds, 0.69% hits; in the data active = inhibition above about 41%;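 also: 0% = neutral control wells and 100% = reference inhibitor control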
COUP-TFII inh: blocks human COUP-TFII nuclear receptor. inhibition, % at 8.6 µM. 370,000 compounds, 0.7% hits. P24468. HEK293T NGFI-A luciferase reporter, luminescence;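 active = inhibition above a per-plate cutoff, mean inhibition of test wells between control levels plus 3 SD, cut at about 38% in these data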;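 also: cells cotransfected with COUP-TFII expression vector driving the NGFI-A reporter; 0% = median of COUP-TF2 test wells and 100% = reporter-only cells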
ABHD5-PLIN5 inh: ABHD5-PLIN5 protein interaction inhibition; Q00G26+Q8WTS1; Split G. princeps luciferase complementation, luminescence, 4 h; inhibition, % at 4 µM; 360,000 compounds, 0.78% hits;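 active = inhibition above the mean inhibition across every tested compound plus 3 SD, cut at about 22% in these data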;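 also: 0% = DMSO only wells and the 100% control is not disclosed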
TLR9-MyD88 block: blocks human TLR9 binding to MyD88. AID 504734. Q9NR96+Q99836. 340,000 compounds, 0.21% hits. CHO BLA complementation TLR9-MyD88, CCF4 FRET ratio. inhibition, % at 4.98 µM;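 active = inhibition above the mean over all tested compounds plus 3 SD, cut at about 21% in these data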;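 also: 0% = DMSO only wells and 100% = clavulanate BLA inhibitor control wells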
MC4R antag cAMP: antagonists of human melanocortin 4 receptor (MC4R); P32245; MC4R-expressing cells, MTII-stimulated cAMP, LANCE TR-FRET; inhibition, % at 6.5 µM; 360,000 compounds, 0.48% hits; AID 540295;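 active = inhibition above its plate's cutoff, the mean of tested wells on that plate plus 3 SD, cut at about 29% in these data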;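 also: 0% = Melanotan II alone and 100% = Melanotan II plus saturating MCL0020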
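Test system: U2OS cells stably expressing human melanocortin 4 receptor (MC4R); also added: Melanotan II challenge; compound: 6.5 µM single dose; timing: 30-min compound preincubation, 1-h Melanotan II challenge, 1-h detection, room temperature; signal: Eu-cAMP/anti-cAMP TR-FRET, emission 671 nm; repeats: one well per compound, no replicates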
NOD2 RIPK2 PPI: blocks binding of human NOD2 to RIPK2; O43353; CHO BLA complementation NOD2-RIPK2, CCF4 ratio; inhibition, % at 4.98 µM; 360,000 compounds, 0.38% hits; AID 624267; in the data active = inhibition above about 21%;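 also: 0% = vehicle only and 100% = reference blocker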
NCOA1 inh: inhibits human SRC1 coactivator; Q15788; 360,000 compounds, 0.12% hits; inhibition, % at 3.6 µM; HEK293 GAL4-SRC1 luciferase reporter, luminescence; AID 588354;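 active = inhibition above the campaign mean plus 3 SD, with each screening campaign given its own cutoff, cut at about 60% in these data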;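 also: 0% = DMSO treated cells and 100% = gossypol at 36 µM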
* hit, by the source's call; / = no result given. An excerpt. The share of hits here may be higher or lower than overall.

NR5A2 inv ag	MC4R ag barr	SRC2 inh	SRC3 inh	LMP1 NFkB inh	COUP-TFII inh	smiles	ABHD5-PLIN5 inh	TLR9-MyD88 block	MC4R antag cAMP	NOD2 RIPK2 PPI	NCOA1 inh
7.2	-0.5	-5.4	-5.7	-12.5	1.9	CCOc1ccc(C=Nc2cccc3ncccc23)cc1	1.2	-4.2	8.0	1.4	1.2
-6.9	-1.4	-1.3	-2.4	-3.7	9.1	Cc1nc2ccc(C(=O)N3CCSCC3)cc2s1	5.5	10.9	7.5	-6.0	-8.3
-0.5	1.6	-1.3	-22.7	-3.8	-2.7	Cc1cc(NC(=O)CSc2ccc3nnc(-c4cccc(F)c4)n3n2)no1	12.8	5.9	2.8	-0.1	3.8
-1.8	0.7	-1.1	14.8	-1.6	-1.1	COc1cc2[nH]c(=O)n(CCCCCC(=O)NCCCN3CCOCC3)c(=O)c2cc1OC	-3.5	-9.9	-0.8	1.2	6.1
2.6	-0.6	-48.5	5.5	-2.6	9.7	CCN(CC(=O)Nc1ccc(NC(C)=O)cc1)C(=O)C1CC(=O)N(c2ccc3c(c2)OCCO3)C1 (stereo not given)	5.3	-3.1	4.0	-3.3	0.4
12.2	-1.1	-36.6	7.4	-4.0	-7.3	Cc1c(Cl)cccc1NC(=O)CSc1ncnc2c1cnn2CCO	7.5	-1.2	3.3	10.1	3.4
-1.8	1.3	-2.2	6.9	8.1	-23.9	O=C(CN1CCOCC1)Nc1ccc([N+](=O)[O-])cc1	-5.1	-18.9	9.6	-5.6	-12.9
-1.7	/	-12.7	8.4	/	-18.4	CC(=O)Nc1ccc(NCCc2ccco2)cc1	1.1	/	/	5.0	-15.6
-10.1	-2.1	-7.5	27.0	2.0	14.3	Cc1ccc2c3c1C(=O)C(=O)N3C(C)(C)CC2C (stereo not given)	0.6	0.8	16.0	-3.7	-1.0
4.8	/	-4.6	/	/	13.1	CCOC(=O)[C@]12CCC=C1N(Cc1ccco1)C(=O)[C@H](CC(=O)NCc1ccc(OC)c(OC)c1)C2	-0.9	/	/	1.2	/
14.9	-1.1	-18.5	-8.9	-2.2	22.0	Cc1ccnc(NC(=O)c2cccc(NC(=O)c3ccc(Cl)cc3)c2)c1	6.4	-9.8	-3.5	8.5	-7.2
-7.7	-0.8	-50.2	15.4	-3.8	-4.3	FC(F)(F)c1nc2ccccc2n1CCNc1nc(CN2CCCCC2)cs1	2.7	-7.3	-1.3	-2.1	-2.5
-10.5	4.3	-45.7	10.3	1.3	1.8	CCCC(C(=O)NC(C)(C)C)N(Cc1ccccc1Cl)C(=O)c1snc(C(N)=O)c1N (stereo not given)	8.0	2.5	-2.0	9.4	1.2
2.0	-1.8	-3.8	-36.7	4.9	9.2	COc1ccc(Cl)cc1NC(=O)CN(C)C(=O)c1ccc(-n2nc(C)cc2C)cc1	0.3	-0.8	7.6	-3.8	-6.0
2.4	-0.4	9.7	0.8	1.1	1.8	CSc1ncccc1C(=O)Nc1nnc(C2CC2)s1	1.1	7.5	-2.5	-1.6	-7.7
11.0	-1.7	-0.7	-3.4	-0.7	3.8	Cc1cc(C(=O)NN=C2CC(=O)CC(C)(C)C2)c(C)o1	-5.5	-4.6	14.4	2.6	-5.1
10.4	2.9	-22.6	1.4	6.3	1.7	Cc1cc(NC(=O)c2cc(-c3cccc(Cl)c3)on2)no1	1.5	-14.0	3.0	-8.5	6.3
-1.6	-2.1	-17.6	4.8	0.4	-6.7	COc1ccc(/C=N/NC(=O)CNC(=O)c2cccs2)cc1	-4.1	-5.1	13.4	-1.8	0.0
0.2	1.3	8.3	7.4	1.1	-4.5	CCOC(=O)C1CCCN(C(=O)CCCn2c(=O)c3cccn3c3cccnc32)C1 (stereo not given)	-0.6	1.4	-2.8	-13.0	-12.5
6.1	-1.3	2.7	-14.3	-2.2	-2.7	O=C(Cc1ccc(-n2c(=O)c3ccccc3n(Cc3ccccc3Cl)c2=O)cc1)NCC1CCCO1 (stereo not given)	3.0	-1.1	8.9	-10.7	-12.4
12.6	-0.5	-4.2	1.4	-3.2	11.6	O=C(CSc1n[nH]c(-c2ccccc2Cl)n1)NC1CCCCC1	-1.3	-0.5	0.6	-21.7	-8.7
-43.8	-4.4	-75.6	-36.1	-1.1	-18.7	CCOc1cc(/C=C2\SC(=S)N(Nc3ccccc3)C2=O)ccc1O	2.7	13.8	-10.1	2.8	-36.7
-9.1	3.8	24.1	14.7	-13.0	-15.0	CCCCCCc1ccc(OCC(=O)OC)cc1OCC(=O)OC	-2.4	7.2	14.5	-4.9	8.1
-1.9	-0.6	12.0	7.5	-6.5	-9.8	C[C@@H]1CC[C@]2(C(=O)O[C@@H]3O[C@H](CO)[C@@H](O)[C@H](O)[C@H]3O)CC[C@]3(C)C(=CCC4[C@@]5(C)C[C@@H](O)[C@H](O)[C@@](C)(C(=O)O[C@@H]6[C@H](O)C[C@@]7(C)C(CC[C@]8(C)C7CC=C7[C@H]9[C@](C(=O)O[C@@H]%10O[C@H](CO)[C@@H](O)[C@H](O)[C@H]%10O)(CC[C@@H](C)[C@@]9(C)O)CC[C@]78C)[C@@]6(CO)C(=O)O)C5CC[C@]43C)[C@@H]2[C@]1(C)O (stereo not given in full)	18.0	-8.4	1.6	-16.2	-12.7
-7.4	-1.8	16.0	-2.6	-3.2	-1.3	CCN(CC)CCOC(=O)c1ccc2c(c1)OCCO2	-2.6	-3.0	5.8	-6.1	-7.1
11.7	-1.7	15.1	28.2	-1.6	13.3	CC(=O)N1CCOc2ccc(S(=O)(=O)NC(C)c3ccccc3)cc21 (stereo not given)	1.2	3.0	2.1	0.5	10.1
11.2	-1.9	11.8	7.1	0.8	-10.6	CNC(=O)c1sc(=S)n(-c2ccc(OC)cc2)c1N	0.7	-3.1	24.2	-2.7	-17.0
6.9	1.7	24.8	4.3	2.4	-0.8	O=C(C[C@H]1C(=O)N(c2ccc(Br)cc2)C[C@@H]1Cc1ccccc1)Nc1ccccc1	-8.2	-4.9	7.9	3.8	4.2
-0.7	0.1	2.1	3.3	-10.2	5.5	COc1ccc(CN(Cc2nc3ccccc3c(=O)[nH]2)C(=O)c2ccco2)cc1	4.3	-11.6	19.6	-8.8	-17.6
1.8	1.0	-4.0	17.6	0.0	10.1	Cc1ccc(-c2nn(C)c(=O)c3ccccc23)cc1CNC(=O)CSc1nc2ccccc2o1	1.3	-7.0	11.1	-4.0	-0.9
-0.6	-2.4	/	13.3	14.1	/	Cc1ccc(C(=O)C2=C(O)C(=O)N(Cc3ccccc3)C2c2cccnc2)o1 (stereo not given)	2.6	0.1	16.9	-7.2	6.7
21.3	0.3	0.9	-2.5	-0.5	12.7	C/C(=N/NC(=O)c1ccc(C)s1)c1cccc(NC(=O)COc2ccc(Cl)cc2C)c1	2.7	-4.1	-0.8	3.5	-3.4
-7.1	1.0	21.7	-12.8	15.0	-2.6	COc1ccc(-c2ccc(OC)c([C@H]3[C@H]4C=CC[C@@H](C)[C@@H]4C(=O)N3Cc3ccccc3)c2)cc1OC	-2.3	-11.2	2.3	-1.9	-12.1
-6.9	0.3	-5.4	-23.1	-3.5	22.6	OCCn1nc(-c2ccccc2)cc1-c1ccccc1	-7.5	4.5	14.5	0.1	-1.9
-25.3	-0.5	-52.7	-43.0	-21.5	-19.4	Cc1ccc(-c2nc(NCCCN(C)C)c3ccccc3n2)cc1	5.5	2.3	-4.3	-11.0	-40.5
-5.4	-0.5	-0.7	12.3	-5.4	-9.7	CCOc1ccc(NC(=O)NC2CC(=O)N(c3ccc(OC)cc3)C2)cc1 (stereo not given)	2.9	6.1	8.5	-15.8	1.5
-1.2	-0.8	-14.8	7.0	3.3	-13.1	CCN(Cc1ccc(NC(C)=O)cc1)CC1CCCN(CCc2cccc(F)c2)C1 (stereo not given)	3.5	-14.7	3.4	-1.2	-7.5
16.0	1.1	-7.6	5.9	5.9	5.3	COC(=O)C1(CC2CC(c3cccc(Br)c3)=NO2)CCN(C(=O)OC(C)(C)C)CC1 (stereo not given)	2.7	-3.0	1.6	0.2	10.2
3.8	3.1	5.4	16.3	-8.9	14.4	CSc1ccc(CCNC(=O)CS(=O)(=O)Cc2nc(-c3ccccc3F)oc2C)cc1	-0.6	7.9	10.9	5.2	6.3
11.2	-1.1	-8.8	15.1	-7.4	3.8	COc1ccc(S(=O)(=O)N2CCCC(C(=O)N3CCN(C)CC3)C2)cc1Cl (stereo not given)	-4.5	-8.7	-3.0	2.3	-1.9

A second format for part of the listing above.
CCN(Cc1ccc(NC(C)=O)cc1)CC1CCCN(CCc2cccc(F)c2)C1 (stereo not given)
- NR5A2 inv ag: -1.2
- MC4R ag barr: -0.8
- SRC2 inh: -14.8
- SRC3 inh: 7.0
- LMP1 NFkB inh: 3.3
- COUP-TFII inh: -13.1
- ABHD5-PLIN5 inh: 3.5
- TLR9-MyD88 block: -14.7
- MC4R antag cAMP: 3.4
- NOD2 RIPK2 PPI: -1.2
- NCOA1 inh: -7.5

COC(=O)C1(CC2CC(c3cccc(Br)c3)=NO2)CCN(C(=O)OC(C)(C)C)CC1 (stereo not given)
- NR5A2 inv ag: 16.0
- MC4R ag barr: 1.1
- SRC2 inh: -7.6
- SRC3 inh: 5.9
- LMP1 NFkB inh: 5.9
- COUP-TFII inh: 5.3
- ABHD5-PLIN5 inh: 2.7
- TLR9-MyD88 block: -3.0
- MC4R antag cAMP: 1.6
- NOD2 RIPK2 PPI: 0.2
- NCOA1 inh: 10.2
